# HTT cytoprotect – qHTS Multiplex Assay to Identify Dual Action Probes in a Cell Model of Huntington: Cytoprotection (ATP). AID 1471, 2008. Potency, µM (series often up to 56.4 µM), for the others: cytoprotection (ATP increase), actives largely listed as activators. PC12 HTT-Q103 induced, cytoprotection, ATP luminescence, 40 h. 230,000 tested, 0.14% active;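 also: % of control where 0% means no effect; nearly all actives have a fitted effect of over 45% in size; toxic huntingtin expression switched on by the ecdysone agonist tebufenozide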
#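 Compounds were screened for protection of PC12 cells against cell death after tebufenozide induction (100 nM final) of mutant Huntingtin exon 1 (Q103) fused to GFP.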
# GAA glycogen mod – qHTS Assay for Inhibitors and Activators of Human alpha-Glucosidase Cleavage of Glycogen. Lysosomal alpha-glucosidase (Homo sapiens), P10253. 300,000 tested, 0.38% active. recombinant GAA, glycogen substrate, Amplex Red glucose oxidase fluorescence. Potency, µM (titrated, usually from 76.4 µM), without a hit: at the top dose activity change, negative = inhibition, actives largely listed as inhibitors;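 also: 0% = full enzyme reaction and -100% = no-enzyme basal signal; the screen sought inhibitors and activators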
#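 Recombinant human enzyme (4 nM); glycogen substrate; 37 C, 40 min, pH 5.0. Readout: coupled glucose oxidase/Amplex Red fluorescence.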
# GAA inhib – qHTS Assay for Inhibitors of Human alpha-Glucosidase as a Potential Chaperone Treatment of Pompe Disease; Lysosomal alpha-glucosidase (Homo sapiens), P10253; purified human GAA, 4-MU-alpha-glucoside fluorescence; Potency, µM (highest dose often 76.9 µM), for the others: at the top dose activity change, negative = inhibition, usual class: inhibitors; 200,000 tested, 0.005% active; AID 1466, 2008;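 also: plate controls were uninhibited enzyme wells for no effect and no-enzyme background for full effect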
#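 Human alpha-glucosidase, 4 nM, pre-mixed with test compounds before 400 uM 4-methylumbelliferyl substrate; 20 min room temperature at pH 5.0. Fluorescence read after pH 10 stop; AC50 values from Hill-equation fits.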
# GLA spleen mod – qHTS Assay for Inhibitors and Activators of Human alpha-Galactosidase From Spleen Homogenate | Alpha-galactosidase A (Homo sapiens), P06280 | Potency, µM (doses to about 80 µM), for inactives: at the highest dose activity change, negative = inhibition, most hits filed as inhibitors | 240,000 tested, 0.008% active | AID 2107, 2009 | human spleen homogenate, 4MU-alpha-Gal fluorescence, 40 min;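 also: 0% = enzyme with vehicle and -100% = no enzyme basal signal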
# Target sequence (P06280 32-429 limits assumed): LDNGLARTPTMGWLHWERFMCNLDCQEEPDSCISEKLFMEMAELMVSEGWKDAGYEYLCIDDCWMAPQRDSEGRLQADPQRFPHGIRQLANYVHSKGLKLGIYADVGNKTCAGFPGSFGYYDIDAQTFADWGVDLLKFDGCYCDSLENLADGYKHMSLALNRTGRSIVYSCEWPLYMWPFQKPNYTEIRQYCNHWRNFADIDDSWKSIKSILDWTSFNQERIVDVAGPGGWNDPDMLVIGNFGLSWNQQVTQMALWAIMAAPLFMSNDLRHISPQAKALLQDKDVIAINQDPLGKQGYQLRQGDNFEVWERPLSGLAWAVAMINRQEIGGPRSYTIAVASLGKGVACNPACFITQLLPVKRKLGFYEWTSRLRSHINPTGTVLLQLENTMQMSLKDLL
#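 Spleen homogenate 1 ug + cpd (titration) + 4-MU-alpha-D-galactopyranoside 1 mM; 37C 40 min; 50 mM citrate/phosphate pH 5.0, 0.01% Tween-20; stop pH 10; fluorescence 365/440; AC50 via Hill.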
# Tau FP inhib – qHTS for Inhibitors of Tau Fibril Formation, Fluorescence Polarization; Microtubule-associated protein tau (Homo sapiens), P10636; K18 P301L tau heparin fibrillization, Alexa594 FP, 6 h; Potency, µM (highest dose often 57.7 µM), for inactives: at the highest dose activity, negative = inhibition, hits mostly inhibitors; 280,000 tested, 0.39% active; also: % is scaled to controls: 0 for no effect and ±100 for the full control effect; nearly all actives have a fitted effect of over 55% in size
# Target sequence (P10636 561-689 P618L limits assumed): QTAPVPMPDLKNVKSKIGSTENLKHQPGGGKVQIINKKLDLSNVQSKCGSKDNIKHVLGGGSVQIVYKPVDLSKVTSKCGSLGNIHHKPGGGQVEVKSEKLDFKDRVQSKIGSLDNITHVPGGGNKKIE
#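 FP of Alexa 594-tau after heparin (20 uM) induction. Substrate: human K18 P301L, 15 uM unlabeled, 0.24 uM labeled. Buffer 100 mM sodium acetate pH 7. 6 hr, 37 C.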
# Tau fluor cs – Counterscreen qHTS for Inhibitors of Tau Fibril Formation, Fluorescence Polarization; tau K18 P301L Alexa594 fluorescence, heparin fibrillization; Potency, µM (doses to about 57.7 µM), inactives show at the top dose activity change, negative = decrease; 280,000 tested, 0.93% active; AID 1463, 2008; also: % is scaled to controls: 0 for no effect and ±100 for the full control effect; nearly all actives have a fitted effect of over 55% in size
#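 Human tau K18 P301L (15 uM unlabeled, 0.24 uM Alexa 594-labeled) in 100 mM sodium acetate pH 7 with 20 uM heparin, 6 hr at 37 C. ThT 30 uM added, 1 hr ambient; Alexa 594 FP and total fluorescence read at 555/632 nm.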
# Tau fibril ThT – qHTS for Inhibitors of Tau Fibril Formation, Thioflavin T Binding; 270,000 tested, 2.1% active; Microtubule-associated protein tau (Homo sapiens), P10636; recombinant tau K18 P301L, heparin-induced fibrillization, ThT fluorescence; Potency, µM (series often up to 57.4 µM), without a hit: at the top dose activity, negative = inhibition, actives largely listed as inhibitors; also: % is scaled to controls: 0 for no effect and ±100 for the full control effect; nearly all actives have a fitted effect of over 55% in size
#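 Fibril formation assay: tau K18 P301L at 15 uM with trace Alexa 594 label, heparin inducer 20 uM, pH 7 sodium acetate buffer, 37 C for 6 hr; endpoint ThT signal.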
# GAA spleen mod – qHTS Assay for Inhibitors and Activators of Human alpha-Glucosidase From Spleen Homogenate. human spleen homogenate, 4-MU-alpha-glucoside fluorescence. Potency, µM (titrated, usually from 79.9 µM), inactives show at the highest dose activity change, negative = inhibition, most hits filed as inhibitors. 240,000 tested, 0.006% active. AID 2112, 2009;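 also: 0% = enzyme with vehicle and -100% = no enzyme basal signal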
#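 AC50 values come from Hill-equation fits of concentration-response data, normalized to no-enzyme and full-activity controls. Enzyme source: 1 ug human spleen homogenate; 1 mM fluorogenic 4-MU glucoside, pH 5.0 citrate buffer, 37 C, 40 min.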
# * hit, by the source's call; ? = inconclusive; / = no result given; & = joins results of further samples; [ ] = remark or other dose. Calls follow the shape of the dose curve; as a rule, active = well fitted curve in the direction sought with a large enough effect; inconclusive = small, poorly fitted or top-dose-only effect, or another doubt; inactive = no such curve, though single readings can be large; an effect the other way counts as inactive or inconclusive. Potency is read from the fitted curve at half-maximal effect.
SMILES,HTT cytoprotect,GAA glycogen mod,GAA inhib,GLA spleen mod,Tau FP inhib,Tau fluor cs,Tau fibril ThT,GAA spleen mod
CN(C)CCCNC(=O)COc1ccc(Br)cc1Cl,/,8%,4%,-10%,-3%,0%,-3%,-1%
CCOC(=O)c1c(C)sc2c1N(C(=O)CCl)c1cc(Cl)ccc1S2,-119%[inhibitor],-6%,-7%,0%,-1%,-17%,?,-8%
Cc1[nH]c2ccccc2c1/C=C(/C#N)C(=O)NC(C)C,-1%[10 µM],-13%,?,-11%,2%,-24%,-9%,-7%
O=C(NC1=NCCS1)c1cc(-c2cccs2)nc2ccccc12,19%[10 µM],1%,/,2%,-14%,?,-10%,6%
CCOc1ccc(N2C(=O)S/C(=C\c3ccc(O)c(OCC)c3)C2=O)cc1,-30%[10 µM],-2%,/,5%,?,?,?,2%
COc1cccc(CC2(CO)CCCN(Cc3cn[nH]c3-c3ccccc3)C2)c1 (stereo not drawn),-14%[10 µM],-1%,?,7%,-1%,-14%,-15%,0%
COc1ccc(C(=O)O/N=C(\N)c2ccccc2)c(OC)c1,/,-2%,-2%,0%,-10%,-28%,?,-4%
Cn1c(-c2ccccc2)cnc1NCc1cc2c(cc1[N+](=O)[O-])OCO2,-13%[10 µM],?,6%,5%,13%,-19%,-16%,-10%
O=C(Nc1ccc(N2CCOCC2)cc1)c1cccc(S(=O)(=O)N2CCC(Cc3ccccc3)CC2)c1,-22%,-6%,-9%,2%,?,?,-6%,1%
Cc1cccc(NS(=O)(=O)c2cccs2)n1,25%,-10%,-2%,?,-2%,3%,-3%,-9%
C=CCn1c(SCCOc2ccc(OC)cc2)nnc1C(C)NC(=O)Cc1ccc(OC)cc1 (stereo not drawn),-22%[10 µM],-3%,-7%,-6%,-12%,-19%,-13%,-9%
O=C(CSc1ccccc1Cl)c1ccco1,-27%,-1%,?,3%,-4%,-1%,-8%,-2%
CCOC(=O)c1ccc(CSc2nnc(N)s2)cc1,-12%[0.074 µM],-3%,2%,-6%,5%,-2%,-9%,0%
Cc1cc(C(=O)OCC(=O)NC(=O)NC(C)(C)C)c(C)o1,-16%,1%,-1%,5%,0%,2%,1%,-1%
COC(=O)c1ccc(CN(C)S(=O)(=O)c2ccc(C)cc2)o1,2%,4%,-8%,10%,-3%,-2%,2%,5%
Cc1ccc(-n2c(-c3cn(C)nc3C)n[nH]c2=S)cc1,-29%,-17%,4%,-6%,8%,0%,-2%,-3%
CN(C)/C=N/c1cc(=O)[nH]c(=O)n1CC1CC1,3%,8%,3%,14%&7%,3%&1%,8%&-6%,6%&-3%,6%&4%
COc1ccc(NC(=O)COC(=O)CNC(=O)C2CCCCC2)cc1,-13%[10 µM],15%,5%,-4%,-2%,-8%,-2%,1%
CC(=O)c1ccc(NS(=O)(=O)c2cccc(C)c2)cc1,-15%[0.074 µM],4%,-10%,2%,1%,0%,?,-3%
O=C(O)c1cnn2c1NC(c1cccs1)CC2C(F)(F)F (stereo not drawn),-12%,8%,7%,4%,-10%,0%,2%,-1%
O=C(NCc1ccc(Cl)cc1)C1CCC(CNc2c(N3CCCC3)c(=O)c2=O)CC1 (stereo not drawn),-3%[10 µM],-12%,/,1%,2%,10%,/,-2%
CC(C)N1CCN(Cc2cnc(-c3ccccc3)s2)CC1CCO (stereo not drawn),-7%[10 µM],-6%,/,5%,-6%,-14%,-15%,8%
COc1ccc(N(C(=O)c2ccco2)C(C(=O)NC2CCCCC2)c2cccs2)cc1OC (stereo not drawn),14%[10 µM],3%,1%,0%,10%,1%,-7%,-5%
COc1ccc2nc(-c3ccc(N)cc3)[nH]c2c1,-57%[inhibitor][10 µM],-12%,0%,16%,-1%,-2%,-3%,-2%
Cc1cccc(C)c1OCc1n[nH]c(=S)n1N,7%[10 µM],4%,1%,4%,-9%,-2%,-6%,0%
Cc1ccc(NS(=O)(=O)c2ccc(CCC(=O)N3CCOCC3)cc2)cc1,-8%,2%,-12%,-13%,5%,-6%,3%,-6%
Cc1cc(C)n2nc(SCc3cc(=O)oc4cc(O)ccc34)nc2n1,2%,-2%,-2%,-1%,1%,-15%,-14%,-2%
Cc1[nH]c2ccc(OCc3ccccc3)cc2c1CCN1C(=O)OC(C)(C)C1(C)O (stereo not drawn),-56%,9%,-3%,6%,14%,?,?,7%
Cc1cccn2c(=O)c3cc(C#N)c(=O)n(Cc4cccnc4)c3nc12,5%,0%,?,?,-5%,-5%,3%,16%
Cc1nc(-c2cccc3ccccc23)ccc1C(=O)O,/,-5%,-4%,0%,3%,11%,4%,-2%

# Molecules shown so far with an aryl thioether with sulfur outside any ring, in the order listed:
SMILES,HTT cytoprotect,GAA glycogen mod,GAA inhib,GLA spleen mod,Tau FP inhib,Tau fluor cs,Tau fibril ThT,GAA spleen mod
C=CCn1c(SCCOc2ccc(OC)cc2)nnc1C(C)NC(=O)Cc1ccc(OC)cc1 (stereo not drawn),-22%[10 µM],-3%,-7%,-6%,-12%,-19%,-13%,-9%
O=C(CSc1ccccc1Cl)c1ccco1,-27%,-1%,?,3%,-4%,-1%,-8%,-2%
CCOC(=O)c1ccc(CSc2nnc(N)s2)cc1,-12%[0.074 µM],-3%,2%,-6%,5%,-2%,-9%,0%
Cc1cc(C)n2nc(SCc3cc(=O)oc4cc(O)ccc34)nc2n1,2%,-2%,-2%,-1%,1%,-15%,-14%,-2%

# The listing continues:
SMILES,HTT cytoprotect,GAA glycogen mod,GAA inhib,GLA spleen mod,Tau FP inhib,Tau fluor cs,Tau fibril ThT,GAA spleen mod
O=C(C1=NN[C@@H]2C(=O)N(c3ccccc3C(F)(F)F)C(=O)[C@H]12)c1ccc2ccccc2n1,-2%[10 µM],5%,-5%,-9%,2%,4%,2%,-6%
Cc1cc2oc3c(c(=O)c2cc1C)C(c1cccc(Br)c1)N(Cc1ccco1)C3=O (stereo not drawn),-14%[0.074 µM],-1%,-8%,-8%,5%,-4%,-6%,-9%
CC(C)OCC(O)CN1CCN(C(c2ccccc2)c2ccccc2)CC1 (stereo not drawn),-48%[inhibitor],16%,6%,-6%,4%,-5%,-7%,-9%
Cc1cc(C)nc(N2CCC(C(=O)NNC(=O)c3ccc(Cl)cc3)CC2)n1,9%[10 µM],-11%,/,-1%,6%,21%,10%,-10%
Nc1nnc(-c2ccco2)s1,-2%,-3%,-1%,6%,-1%,-9%,-6%,-7%
COC(=O)c1ccc(C)c(N(CCO)CCO)c1,-2%,1%,5%,-6%,7%,2%,6%,3%
Cc1ccc(CNC(=O)CCS(=O)(=O)c2ccc3c(c2)CC(C)N3C(=O)C2CC2)cc1 (stereo not drawn),/,4%[76.3 µM],/,/,0%,-7%,-3%,/
C=CCNC(=O)c1ccccc1NC(=O)Nc1ccccc1,-1%,4%,2%,1%,-1%,1%,-1%,2%
Cc1cccc2cc(C#N)c(NCCNS(=O)(=O)c3ccccc3)nc12,30%[10 µM],-4%,12%,6%,-3%,-19%,-3%,-1%
CCOc1cc(NC(=S)NC)c(OCC)cc1NC(=O)c1cccs1,-7%[10 µM],-17%,/,2%,3%,-22%,/,7%
COc1ccc(C(=O)Nc2ccc3cn[nH]c3c2)c(OC)c1,-19%[10 µM],6%,-4%,-13%,-4%,-14%,-13%,-7%
COc1ccc(C2=NC(C)(C)N(CC(=O)Nc3ccc(F)c(F)c3)C2=O)cc1,/,-4%[76.3 µM],/,/,-6%,-17%,-3%,/
CN1C(=O)CC(C(=O)O)SC1=Nc1ccc(F)cc1 (stereo not drawn),3%[10 µM],2%,-10%,-6%,-5%,1%,3%,-3%
Fc1ccc(-n2c(Cc3cccs3)n[nH]c2=S)cc1Cl,/,-27%,-3%,4%,3%,-4%,-2%,-2%
COC(=O)c1ccccc1NC(=O)CSc1nc(N)cc(N)n1,-11%,0%,2%[15.4 µM],2%,-6%,-5%,-13%,0%
O=C(OC(C(=O)NCc1cccs1)c1ccccc1F)c1ccco1 (stereo not drawn),6%[1.9 µM],3%,-2%,2%,-8%,-15%,-10%,1%
CCCCNC(=O)CCC(=O)Nc1ccc2nc(N3CCC(C)CC3)cc(C)c2c1,-33%[inhibitor],1%,?,?,16%,-24%,-17%,-4%
CCCNS(=O)(=O)c1cccc2cccnc12,-8%,7%,-3%[15.4 µM],-5%,3%,3%,4%,-4%
Cc1cc(C)n2nc(CNC(=O)c3cccc(Cl)c3)nc2n1,/,5%[76.3 µM],/,/,9%,-4%,-3%,/
Cn1c(SCC(=O)NCc2ccccc2)nnc1-c1ccc(NC(=O)CCc2ccccc2)cc1,7%,3%,?,-3%,-2%,-10%,-9%,-9%
O=C(NCCCN1CCc2ccccc2C1)Nc1ccc(Br)cc1,16%,1%,-8%,5%,?,?,8%,-1%
CCn1c(=O)cc(OCC(=O)Nc2cccnc2)c2ccccc21,-19%,7%,-2%,6%,-8%,-3%,4%,1%
O=C(C1CCCN(S(=O)(=O)c2ccc(Br)s2)C1)N1CCN(c2ccccc2)CC1 (stereo not drawn),/,0%,/,/,9%,-27%,-15%,/
N/C(=N\OC(=O)Nc1ccccc1)c1ccno1,30%[10 µM],0%,/,2%,3%,10%,/,0%

# Arranged by the number under GLA spleen mod (smallest number first): some entries from above.
structure,GAA glycogen mod,GAA inhib,GLA spleen mod,Tau FP inhib,Tau fibril ThT
CCCNS(=O)(=O)c1cccc2cccnc12,7%,-3%[15.4 µM],-5%,3%,4%
O=C(OC(C(=O)NCc1cccs1)c1ccccc1F)c1ccco1 (stereo not drawn),3%,-2%,2%,-8%,-10%
O=C(NCCCN1CCc2ccccc2C1)Nc1ccc(Br)cc1,1%,-8%,5%,?,8%

# Compound activity deposited in PubChem by National Center for Advancing Translational Sciences (NCATS).
